Bioassay records as filed in PubChem.
ERK EGF block: qHTS Assay for Inhibitors of the ERK Signaling Pathway using a Homogeneous Screening Assay; Stimulation with EGF. HEK293-V1b, EGF-stimulated phospho-ERK AlphaScreen. Potency, µM (highest dose often 11.5 µM), for the others: at the highest dose activity change, negative = inhibition, most hits filed as inhibitors. 0.41% of 130,000 active. AID 1454, 2008; active = well fitted inhibition curve with a large enough effect; inconclusive = small, poorly fitted or top-dose-only effect, or effect the other way;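 note: plate controls were stimulated vehicle wells for no effect and unstimulated vehicle basal for full effect; nearly all actives have a fitted effect of over 55% in size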
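Cell line HEK293 (stable V1b), low serum overnight. Pretreatment: compound 30 min, 37C. EGF 25 nM, 5 min. Detection: SureFire AlphaScreen, 5 h RT. AC50 via standard Hill equation.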
* marks the source's active call; other numbers are inactive results; ? = inconclusive; & = joins results of further samples; [ ] = remark or other dose. Potency is the fitted concentration of half-maximal effect. Some of the compounds tested; rates above refer to the full screens.

Preview:
SMILES	ERK EGF block
O=C(Cn1c(CO)nc2ccccc21)NCc1ccc2c(c1)OCO2	11.0%[57.5 µM]
Cc1cccc(/C=N/NC(=O)C2CCCNC2=O)c1 (stereo not drawn)	8.0%
CCOC(=O)c1nnsc1N	5.1%[57.5 µM]
O=C(NNC(=O)c1ccco1)c1ccccc1	4.2%

The listing (from the top)
SMILES	ERK EGF block
O=C(Cn1c(CO)nc2ccccc21)NCc1ccc2c(c1)OCO2	11.0%[57.5 µM]
Cc1cccc(/C=N/NC(=O)C2CCCNC2=O)c1 (stereo not drawn)	8.0%
CCOC(=O)c1nnsc1N	5.1%[57.5 µM]
O=C(NNC(=O)c1ccco1)c1ccccc1	4.2%
CCCC1Cc2nc(Cl)c(C#N)cc2CO1 (stereo not drawn)	9.0%[57.5 µM]
CCCCNC(=S)NNC(=O)CCn1cc(C)cn1	7.0%
Cc1ccc([N+](=O)[O-])cc1NC(=O)Cc1ccc(F)cc1	2.0%[57.5 µM]
O=c1onc2cnc3ccccc3n12	23.9%&-11.5%
C/C(=N\NS(=O)(=O)c1ccc(C)cc1)c1ccc(C)o1	-11.2%
COC(=O)c1ccccc1NC(=O)CN1CCCCC1	-9.9%
NS(=O)(=O)c1ccc(CCNCC(=O)N2CCC(Cc3ccccc3)CC2)cc1	-8.6%[57.5 µM]
COc1ccc(-c2ccc(SCC(=O)Nc3cccc(C(C)=O)c3)nn2)cc1OC	?
Cc1n[nH]c(C)c1S(=O)(=O)Nc1ccc2c(c1)OCCO2	-1.0%
COC(=O)[C@@]1(Cc2ccc(F)cc2)[C@H]2c3cc(C(=O)N(C)C)n(CCO)c3C[C@H]2CN1C(=O)c1ccccc1	-1.1%
Cc1cccc(OCC(=O)O/N=C(\N)c2ccc(Cl)cc2)c1	3.7%[57.5 µM]
CN1/C(=C\C(=O)COC(=O)c2ccc(O)c(O)c2)C(C)(C)c2ccccc21	3.0%
COc1ccc(OCC(=O)NC(=S)NNC(=O)COc2ccc(Br)cc2Cl)cc1	-6.0%
CSc1nnc(C)c(=O)[nH]1	7.0%
CN(CCCC1CCCC1)C(=O)CCc1nnc(-c2ccccc2)o1	9.6%
COc1ccc(CC(=O)NCc2n[nH]c(=S)n2-c2cccc(C)c2)cc1	?

Two entries from above in a different format.
| SMILES | ERK EGF block |
| --- | --- |
| COC(=O)c1ccccc1NC(=O)CN1CCCCC1 | -9.9% |
| NS(=O)(=O)c1ccc(CCNCC(=O)N2CCC(Cc3ccccc3)CC2)cc1 | -8.6%[57.5 µM] |

Later entries
SMILES	ERK EGF block
COCCSc1ccccc1C(=O)Nc1ccc(Br)cc1	0.2%
O=C(c1ccc2c(c1)OCO2)C1CCCN(C(=O)NCc2ccccc2)C1 (stereo not drawn)	-3.6%
CCO[C@H]1OC(C(=O)N2CCCCCCC2)=C[C@@H](c2ccccc2)[C@@H]1CCCO	-4.8%[57.5 µM]
Oc1cc(-n2cccn2)c(O)cc1-n1cccn1	-10.8%[57.5 µM]
C[N+]1(CCCOC(=O)C2(c3ccccc3)CCCC2)CCOCC1	-6.0%
CCOC(=O)c1c(C)[nH]c(C(=O)COC(=O)COc2ccc(OC)cc2)c1C	-8.6%
COCCOC(=O)C1=C(C)NC(C)=C(C(=O)OC(C)C)C1c1cccc([N+](=O)[O-])c1 (stereo not drawn)	-14.7%
COc1ccc(/C=C2\SC(=S)N(N3C(=O)CCC3=O)C2=O)cc1O	-1.0%
Brc1csc(C=Nc2ccc3c(c2)OCCOCCOCCOCCO3)c1	0.6%
CSc1ncccc1C(=O)Nc1ccc2nc(C)sc2c1	-4.8%[57.5 µM]
COc1ccc2c(c1)c(CC(=O)OCC(N)=O)c(C)n2C(=O)c1ccc(Cl)cc1	7.1%[57.5 µM]
Cc1cccc(NC(=O)c2ccc3c(Cl)c4c(nc3c2)CCCC4)n1	?
CC(C)N1C(=O)CCC1C(=O)NCc1ccco1 (stereo not drawn)	-7.4%
CN(Cc1cccs1)C(=O)c1ccc(S(=O)(=O)N2CCCCC2)cc1	-7.3%[57.5 µM]
CCOc1cccc(C2c3c(oc4ccccc4c3=O)C(=O)N2c2ccccn2)c1 (stereo not drawn)	-0.4%
S=C(NNC(=S)NC1CC2CCC1C2)NC1CC2C=CC1C2 (stereo not drawn)	-4.2%[57.5 µM]
CN(C)S(=O)(=O)c1cc(C(=O)OCCn2cnc3c2c(=O)n(C)c(=O)n3C)ccc1Cl	-0.3%
O=C(O)c1ccc(C=C(c2nc3ccccc3s2)c2nc3ccccc3s2)cc1	1.9%
COC(=O)c1ccc(/C=N/NC(=S)NCCN2CCOCC2)cc1	-1.3%
CN(C)CCNC(=O)CNC(=S)N(Cc1ccccc1)Cc1ccccc1F	3.6%

Some of the entries above in a different format:
CCCCNC(=S)NNC(=O)CCn1cc(C)cn1
- ERK EGF block = 7.0%
Cc1ccc([N+](=O)[O-])cc1NC(=O)Cc1ccc(F)cc1
- ERK EGF block = 2.0%[57.5 µM]
O=c1onc2cnc3ccccc3n12
- ERK EGF block = 23.9%&-11.5%
C/C(=N\NS(=O)(=O)c1ccc(C)cc1)c1ccc(C)o1
- ERK EGF block = -11.2%

More records follow:
SMILES	ERK EGF block
CN(C)c1cc(-c2ccc(C#N)cc2)oc(=O)c1Cl	-6.5%[57.5 µM]
COc1cccc(CN=C2Nc3ccccc3CS2)c1	-8.9%
Cc1cc(/C=N/n2c(COc3ccccc3)nc3ccccc3c2=O)c(O)c([N+](=O)[O-])c1	-3.5%
CN(C)S(=O)(=O)c1ccc(N=Cc2c(C(F)(F)F)[nH][nH]c2=O)cc1	-1.9%
Cc1cc(C(=O)COC(=O)c2ccc(Br)o2)c(C)n1Cc1ccco1	-1.3%
Cc1cccc(-c2nc3cc(NC(=O)C4CCCO4)ccc3o2)c1 (stereo not drawn)	2.6%
COC(=O)Cn1c(=O)c(=O)n(CC(=O)OC)c2ccccc21	4.4%
C[n+]1nc(Nc2cccc3ccccc23)sc1-c1ccc(C(=O)O)cc1	-7.7%[57.5 µM]
O=C(CCNc1n[nH]c(=O)[nH]c1=O)N/N=C/c1ccc(C(F)(F)F)cc1	2.2%
O=S(=O)(c1ccc(Cl)nc1)N1CCc2ccccc21	9.1%[57.5 µM]
CC(C)CC(=O)NCCCCc1ccccc1	5.1%
COc1cccc(NC(=O)CN(C)CC(=O)Nc2ccc(Br)cc2)c1	-2.9%
O=[N+]([O-])c1ccc(N2CCSCC2)cc1	5.0%
O=C(O)CCCCOn1ccnc1	3.1%
COc1ccccc1C1=NOC(COC(=O)c2ccc(Br)cc2)C1 (stereo not drawn)	-3.1%
COC(=O)c1ccc(COc2cc([N+](=O)[O-])cc3cccnc23)cc1	-6.4%[57.5 µM]
CN1CCN(/N=C/c2nc(-c3ccccc3Cl)n3ccccc23)CC1	2.8%
Cc1ccnc(NC(=O)c2ccc3c(c2)C(=O)N(CC2CCCO2)C3=O)c1 (stereo not drawn)	-3.6%
CCN(CC)S(=O)(=O)c1ccc(-c2nnc(SCC(=O)N3c4ccccc4CC3C)n2CC)cc1 (stereo not drawn)	9.1%
Cc1ccc(NC2=C/C(=N/S(=O)(=O)c3cccs3)c3ccccc3C2=O)cc1C	16.3%
CCOc1ccc(Nc2c3ccccc3nc3ccccc23)cc1	10.7%[57.5 µM]
Cc1cc(C)nc(N=Nc2c(O)n(Cc3ccc(Cl)cc3)c3ccccc23)n1	2.9%
O=c1cc[nH]c(=S)[nH]1	4.6%
C/C(=N/Nc1nc(-c2ccccc2F)nc2ccccc12)c1ccccc1O	-1.4%[57.5 µM]
O=C(NC(=O)c1ccccc1F)OCc1ccc(Cl)cc1Cl	5.1%[57.5 µM]
O=[N+]([O-])c1ccc2sc(SCc3nc4ccccn4c3Br)nc2c1	-1.4%
Cc1ccccc1-c1nnnn1C1CCS(=O)(=O)C1 (stereo not drawn)	-10.6%
CCOC(=O)C(CCCCCOc1ccccc1[N+](=O)[O-])C(=O)OCC	11.3%
CCOc1ccccc1CN1CCN(C2CCSCC2)CC1CCO (stereo not drawn)	-0.7%
O=C(c1cc(-c2ccccc2)n[nH]1)N1CCc2c([nH]c3ccccc23)C1c1ccccn1 (stereo not drawn)	-1.7%
c1ncc(CC2CCNCC2)[nH]1	-8.3%
COCCCNC(=S)Nc1ccc(C)cc1[N+](=O)[O-]	-1.8%
CCOC(=O)C1(Cc2ccccc2C(F)(F)F)CCN(C(C)CSC)CC1 (stereo not drawn)	-5.5%
CCOC(=O)C1(CCOc2ccccc2)CCN(Cc2ccc(-n3cccn3)cc2)CC1	-3.6%
CCOc1ccccc1-n1nnnc1SCC(=O)O	?
Cc1ccccc1C(=O)c1cccn1CC(=O)NCCC1=CCCCC1	3.4%
CC[C@H](C)C(=O)O[C@H]1C[C@H](O)C=C2C=C[C@H](C)[C@H](CC[C@@H](O)C[C@@H](O)CC(=O)O)[C@H]21	-7.2%
COc1cccc(N2CCN(C(=O)/C=C/c3ccco3)CC2)c1	-10.5%
CCC(=O)NCc1ccc2[nH]c(C)cc2c1	-0.4%
Cc1c(N2C(=O)/C(=C\c3ccccc3O)SC2=S)c(=O)n(-c2ccccc2)n1C	24.9%[57.5 µM]

Taken from above:
O=[N+]([O-])c1ccc2sc(SCc3nc4ccccn4c3Br)nc2c1 @ ERK EGF block = -1.4%
Brc1csc(C=Nc2ccc3c(c2)OCCOCCOCCOCCO3)c1 @ ERK EGF block = 0.6%

(list continues)
SMILES	ERK EGF block
COc1cc(/C(C)=N/NC(=S)NC(C)C)cc(OC)c1OC	-8.5%
CCOC(=O)c1csc(NC(=O)COc2ccc(Cl)cc2Cl)n1	?
CC(=O)Nc1c(C)cc(OCC(=O)O)cc1C	2.3%[57.5 µM]
CCC1=C2CC[C@H]3C(=O)N(C)C(=O)[C@H]3[C@H]2[C@@]2(Cc3ccccc3)C(=NCC3CC3)OC(=O)N2C1=O	-3.4%
CC(=O)c1ccc(NCCC(=O)c2ccccc2)cc1	-0.1%
O=[N+]([O-])c1sccc1CS(=O)(=O)c1ccccc1	-11.8%[57.5 µM]
Cc1ccc(C(=O)N2CCN(c3ccccc3F)CC2)cc1S(=O)(=O)N1CCOCC1	-2.8%[57.5 µM]
COc1ccc(Cl)cc1N=Nc1ncc[nH]1	-0.4%
Cc1cc(=O)[nH]c(SCC(=O)Nc2nc(-c3ccccc3)c(-c3ccccc3)o2)n1	5.0%
COC(=O)c1ccc(S(=O)(=O)NCc2ccc(S(N)(=O)=O)cc2)o1	-3.5%[57.5 µM]
O=C(CSc1ccc([N+](=O)[O-])cn1)Nc1ccc2c(c1)OCCO2	-0.1%
CCCCn1nnc(NC(=O)c2ccc([N+](=O)[O-])cc2Cl)n1	15.7%[57.5 µM]
Cc1c(Cl)cccc1NC(=O)Nc1ccc(C(=O)N2CCCC2)cc1	-1.1%
CCc1sc(NC(C)=O)nc1-c1ccccc1	9.8%
Cc1ccc(S(=O)(=O)N2CCN(C(=O)c3cccs3)CC2)cc1C	?
Oc1ccc(N=Cc2ccc(OCc3ccccc3)cc2)cc1	-2.5%
N#C/C(=C\c1cn(CC(=O)N2CCCCC2)c2ccccc12)C(=O)NCc1ccc2c(c1)OCO2	-0.8%
COC(=O)CCCNC(=O)c1ccc2[nH]c(C)c(C)c2c1	4.5%
CCC1CCC(C(=O)NNC(=O)OC)CC1 (stereo not drawn)	-5.5%
COCCNC(=O)CCCn1c(=O)c2cc(OC)c(OC)cc2n(CC(=O)NCCC2=CCCCC2)c1=O	-6.0%
O=C(NC(=O)c1ccccc1)Nc1ccc(-c2cnco2)cc1	0.7%[57.5 µM]
O=C(NCCC(c1ccccc1)c1ccccc1)c1cnccn1	-8.8%
Cn1c(N2CCN(S(=O)(=O)c3ccc(Cl)cc3)CC2)nc2ccccc21	-2.7%
COC(=O)C1(C)CCc2cc(OC)ccc2C1=O (stereo not drawn)	1.1%
Cn1nnnc1SCC(=O)NCc1cccs1	-0.6%
CC[C@H](C)[C@H](NC(N)=O)C(=O)Nc1ccc(S(=O)(=O)NC(C)C)cc1	-6.5%[57.5 µM]
Brc1cc(Cc2nnc(-c3ccccc3)o2)c(Br)s1	4.2%[57.5 µM]
COc1ccc(CNC(=O)c2ccc3c(c2)NC(=O)C(C)S3)cc1 (stereo not drawn)	11.4%[57.5 µM]
O=C(Nc1ccccc1)Nc1ccccc1C(=O)NCC1CC1	-11.7%[57.5 µM]
COC(=O)[C@@H]1C[C@@]2(O)[C@@H](O)[C@@H](O)[C@@H](O)C[C@H]2N1Cc1cc(F)ccc1F	-0.9%
CNCCOc1ccccc1OC(C)C	-19.3%
CC(/C=C/C=C/c1ccccc1)=N/NC(=O)c1ccc2c(c1)OCCO2	-4.5%[57.5 µM]
O=C(NC(C(=O)c1ccccc1)N1CCCCCC1)c1ccco1 (stereo not drawn)	-6.3%
CCN(C(=O)COC(=O)/C=C/c1ccccc1[N+](=O)[O-])C1CCS(=O)(=O)C1 (stereo not drawn)	10.8%
CC1(c2ccc(Cl)cc2)NC(=O)N(CC(=O)NCc2cccs2)C1=O (stereo not drawn)	0.5%
N#Cc1cn(CC(=O)N2CCc3ccccc3C2)c2ccccc12	-6.6%
Cc1ccccc1CN1C(=O)CS/C1=N/N=C/c1ccco1	-8.6%[57.5 µM]
CNc1nc(=S)[nH]c2ccccc12	8.6%[57.5 µM]
CCc1nn(-c2ccccc2)c(N)c1C#N	2.1%
Oc1ccccc1-c1nc2ccccc2nc1-c1ccccc1	0.6%[57.5 µM]
CCc1cccc(Nc2cc(C)nc3ncnn23)c1	-5.7%
O=C(O)CCC(=O)Nc1ccc(S(=O)(=O)Nc2nccs2)cc1	-2.2%
N=c1ccn(Cc2cccc(F)c2)cc1	32.8%[57.5 µM]
N#Cc1c(Nc2ccccc2Cl)s[nH]c1=O	?
Nc1ncc(Br)cc1Br	-9.2%
C#CCN(C(=O)Nc1ccccc1)c1ccccc1	4.2%
O=C(NC(=S)NNC(=O)[C@H]1C[C@@H]1c1ccccc1)c1ccc(F)cc1	?
